ARNT-TACC3 inh: disrupts binding between human ARNT and TACC3; AlphaScreen His-ARNT PAS-B/GST-TACC3 binding, luminescence; TACC3 fragment carries E629A point mutation; inhibition, % at 9.99 µM; 390,000 tested, 0.66% active; Q9Y6A5;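 active = mean inhibition of replicates at least 50% and at least half of replicates each reaching 50%; inconclusive = half or more replicates reach 50% but mean below 50%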;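 also: 0% = complete ARNT plus TACC3 wells and 100% = ARNT alone without TACC3; many hits fall short of the cut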
RAD54 branch: inhibitors of human RAD54 branch migration | Q92698 | inhibition, % at 10.4 µM | 360,000 tested, 0.14% active | RAD54 Holliday junction branch migration, FAM/BHQ fluorescence;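 active = mean normalized replicate activity at least 40 and at least half of replicates scoring 40 or more; inconclusive = only one of the two criteria met; inactive = mean below 40 and under half of replicates reaching 40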;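 also: 0% = median of neutral control wells and 100% = median of positive control wells; inhibitors cause a drop in the FAM fluorescence signal; in these data hits start at about 50%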
ERp5 block: blocks human ERp5 reductase activity on insulin; Q15084; ERp5 insulin aggregation, absorbance 650 nm, 90 min; inhibition, % at 9.99 µM; 350,000 tested, 0.05% active; AID 651711;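 active = mean replicate inhibition above about 25%, with every replicate also reaching it, limit read from the data, passing the limit was not always enough; inconclusive = only one of those two criteria met; inactive = neither criterion met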
Target sequence (Q15084 whole entry, looked up): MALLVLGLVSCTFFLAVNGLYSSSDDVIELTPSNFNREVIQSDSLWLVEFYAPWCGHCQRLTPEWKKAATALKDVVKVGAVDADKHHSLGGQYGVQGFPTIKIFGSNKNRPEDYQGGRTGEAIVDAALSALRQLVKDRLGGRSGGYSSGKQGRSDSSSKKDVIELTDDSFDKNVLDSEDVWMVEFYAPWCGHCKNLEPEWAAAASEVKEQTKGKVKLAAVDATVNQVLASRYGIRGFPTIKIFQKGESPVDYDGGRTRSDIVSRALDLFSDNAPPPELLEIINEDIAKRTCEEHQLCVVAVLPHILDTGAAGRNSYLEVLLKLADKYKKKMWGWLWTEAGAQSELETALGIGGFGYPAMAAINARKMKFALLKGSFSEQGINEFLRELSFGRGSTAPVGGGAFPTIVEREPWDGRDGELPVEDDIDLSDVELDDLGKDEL
E-sel inducer: induces E-selectin expression in human endothelial cells. activation, % at 7.58 µM. 260,000 tested, 0.37% active. HUVEC E-selectin immunofluorescence imaging; normalized: neutral wells 0, TNF-alpha wells 100;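 active = mean E-selectin-positive cell signal at least 10% of the positive control, reached in at least 60% of replicates, without over 20% cell loss; inconclusive = no rule given, readout overlaps actives, possibly toxicity-flagged; inactive = the rest, including those meeting only one limit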;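 also: in these data hits start at about 27%; measured in HUVEC primary endothelial cells; signal is the percent of cells scored E-selectin positive by PE staining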
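Test system: HUVEC | Signal: Immunofluorescence imaging | Read-out: Percent E-selectin-positive cells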
RAD52 inh: RAD52 (human) annealing inhibition; P43351; inhibition, % at 18.7 µM; AID 651710; 360,000 tested, 0.46% active; recombinant RAD52 DNA annealing, FRET fluorescence;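 active = every replicate showing at least 50% inhibition; inconclusive = mean inhibition at least 50% but not in every replicate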
esBAF inh: SWI/SNF esBAF complex inhibition. mouse ES cells, Bmi1-luciferase knock-in reporter, 24 h; 100% = twice the neutral-well signal. reporter increase, % at 12.5 µM. 350,000 tested, 2% active; in the data active = activation above about 40%; inconclusive = no clear call, values can overlap the other calls;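 also: 0% = median of the plate's neutral control wells and 100% = double that signal; a rise in the Bmi1 reporter signal indicates esBAF inhibition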
Casp6 inh: blocks human caspase-6 cleavage activity | P55212 | purified caspase-6, Z-VEID-R110 cleavage fluorescence | inhibition, % at 12.5 µM | 350,000 tested, 0.53% active | AID 686996;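 active = mean inhibition across replicates at least about 35%, with every replicate also reaching that limit, limit read from the data; inconclusive = only one of the two criteria met; inactive = neither criterion met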;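 also: 0% = median of neutral control wells and 100% = no fluorescence left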
Target sequence (P55212 24-179 limits assumed): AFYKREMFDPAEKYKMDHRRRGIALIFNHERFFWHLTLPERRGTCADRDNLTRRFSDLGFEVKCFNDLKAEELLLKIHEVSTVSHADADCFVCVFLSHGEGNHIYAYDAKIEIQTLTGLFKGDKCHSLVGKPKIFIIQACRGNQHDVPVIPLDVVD
Target sequence (P55212 194-293 limits assumed): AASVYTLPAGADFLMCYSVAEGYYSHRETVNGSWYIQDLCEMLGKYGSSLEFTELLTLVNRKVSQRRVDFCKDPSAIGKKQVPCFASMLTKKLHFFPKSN
PglD DTNB: inhibitors of Campylobacter jejuni PglD acetyltransferase. 360,000 tested, 0.098% active. AID 602405. purified PglD enzyme, DTNB colorimetric CoA detection. inhibition, % at 12.5 µM; in the data active = inhibition above about 16%, passing the limit was not always enough; inconclusive = no clear call, values can overlap the other calls; also: strong numbers were not always called active
* marks the source's active call; other numbers are inactive results; ? = inconclusive; . = no result given; & = joins results of further samples.

SMILES | ARNT-TACC3 inh | RAD54 branch | ERp5 block | E-sel inducer | RAD52 inh | esBAF inh | Casp6 inh | PglD DTNB
C[C@@H]1CN([C@H](C)CO)S(=O)(=O)c2ccc(-c3ccncc3)cc2O[C@@H]1CN(C)C | -10 | 0 | 3 | -0.2 | -13 | 1 | -2 | 4
N#C[C@@H]1N[C@@H](CO)[C@@H]1c1ccc(C#CC2CCCC2)cc1 | 17 | -6 | 1 | -0.5 | -11 | 14 | -2 | -3
COc1cc(SC)ccc1C(=O)OCC(=O)NCCC1=CCCCC1 | 10 | -2 | 0 | -0.1 | -12 | -3 | 1 | 3
COc1ccccc1CNC(=O)C1CCC(=O)N1C(C)C (centres undefined) | -7 | -8 | 3 | . | -4 | 1 | 0 | -4
CCN(CC)C(=O)[C@H]1C[C@H](CC(=O)NCCCn2ccnc2)C(=O)N2CCc3c([nH]c4ccc(Cl)cc34)[C@]12C | 7 | -4 | -3 | -2.0 | 7 | -6 | -23 | -2
COc1ccc(OC)c(C2SCCN2S(C)(=O)=O)c1 (centres undefined) | -7 | 14 | . | . | . | -3 | . | 8
C[C@@H]1CCCCO[C@@H](CN(C)C(=O)Cc2ccccc2)[C@@H](C)CN([C@H](C)CO)C(=O)c2cc(NS(C)(=O)=O)ccc2O1 | -13 | -6 | -6 | -0.3 | 10 | 0 | 3 | -2
CCCOc1cccc(C(=O)Nc2nnn(CCC)n2)c1 | 1 | 8 | . | . | . | 53* | . | 8
CCCCCCN1C[C@@H](O)[C@H](n2cc(-c3ccc(F)cc3)nn2)C[C@@H]1c1ccc(OC)cc1 | . | 6 | 0 | 0.3 | -11 | -15 | -2 | 2
O=C1CC(=O)Nc2cc(S(=O)(=O)N3CCOc4ccc(Cl)cc43)ccc2N1 | 0 | -8 | -4 | -0.2 | -22 | 6 | 2 | -2
CN(CC(=O)Nc1c(Cl)cccc1Cl)C(=O)c1cccc(-n2cccc2)c1 | 0 | . | 4 | -0.2 | 0 | -3 | 42* | .
O=C(Cn1c(=O)n(Cc2ccco2)c(=O)c2c3c(sc21)CCCCC3)Nc1ccccc1 | -4 | -1 | . | . | . | 3 | . | -5
O=C(NCc1ccc(Cl)cc1)c1cccnc1 | -1 | -5 | . | . | . | -3 | . | -7
COc1cc(NC(=O)c2ccc(C)cc2)ccc1NC(=O)c1cc2ccccc2o1 | -17 | -7 | 2 | -0.4 | -3 | 10 | -2 | 4
O=C(C[C@@H]1C=C[C@@H](NC(=O)c2ccncc2)[C@@H](CO)O1)Nc1ccccc1 | . | . | -3 | 1.9 | -1 | . | -1 | .
Cc1cnc(N)c2c(=O)oc3ccccc3c12 | -1 | 1 | ? | -0.2 | -22 | 17 | -1 | -7
COCC#Cc1ccc2c(c1)O[C@H](CN(C)C(=O)c1ccccc1F)[C@H](C)CN([C@H](C)CO)S2(=O)=O | 1 | -6 | -5 | 0.3 | -20 | 4 | 1 | -3
COc1ccc(CC(NC(C)=O)C(=O)NC2CCN(C(=O)c3cnccn3)CC2)cc1 (centres undefined) | 2 | -1 | . | . | . | -9 | . | -1
O=C(NCCCc1ccccc1)c1cnc2n(c1=O)CCS2 | 3 | 1 | . | . | . | 13 | . | -5
CC(C)OC(=O)CCCCCN1C(=O)CSC1=S | 0 | -9 | . | . | . | -6 | . | -1
Cc1cc(Br)ccc1NC(=O)CN(C)C(=O)c1cc(S(=O)(=O)N(C)C)ccc1N1CCCC1 | -2 | 11 | -1 | -0.8 | -6 | 0 | 0 | -7
COc1ccc(-c2ccc(C(=O)C3CC3)cc2)cc1 | -2 | 1 | 3 | -0.2 | -11 | 37 | 0 | 9
CN(C)C(=O)N1CCCC(C(=O)NCc2cccs2)C1 (centres undefined) | -14 | 10 | . | . | . | -4 | . | -2
COc1ccc2c3c(n(C)c2c1)[C@H](CO)N(Cc1cccc(Cl)c1)CC31CCN(C(=O)C2CC2)CC1 | . | . | -3 | 0.0 | -73 | . | 1 | .

3 entries already listed, sorted by the value under ARNT-TACC3 inh, largest number first.
Compound,ARNT-TACC3 inh,ERp5 block,RAD52 inh,esBAF inh,Casp6 inh,PglD DTNB
COc1ccc(CC(NC(C)=O)C(=O)NC2CCN(C(=O)c3cnccn3)CC2)cc1 (centres undefined),2,.,.,-9,.,-1
COCC#Cc1ccc2c(c1)O[C@H](CN(C)C(=O)c1ccccc1F)[C@H](C)CN([C@H](C)CO)S2(=O)=O,1,-5,-20,4,1,-3
COc1ccc(-c2ccc(C(=O)C3CC3)cc2)cc1,-2,3,-11,37,0,9

The results go on:
SMILES | ARNT-TACC3 inh | RAD54 branch | ERp5 block | E-sel inducer | RAD52 inh | esBAF inh | Casp6 inh | PglD DTNB
CCC(=O)Nc1cc(-c2nn(C)c(=O)c3ccccc23)ccc1OC | 0 | -11 | . | . | . | -6 | . | 6
Cc1ccnc(NC(=O)c2ccc(S(=O)(=O)N3CCCC3)cc2)c1 | -6 | 2 | 3 | -1.5 | -8 | 37 | 1 | 1
COc1ccc(C2=NN(c3ccc(C(=O)O)cc3)C(c3ccc(OC)c(OC)c3)C2)cc1 (centres undefined) | . | 2 | -1 | -0.3 | -21 | 3 | 4 | -6
Nc1nnc(Cc2c[nH]c3ccccc23)s1 | -5 | -6 | . | . | . | 2 | . | 4
N#CC12COC3(CCCCC3C1(C#N)C#N)OC2=N (centres undefined) | 4 | . | 0 | 5.1 | -314 | . | 21 | .
CC(C)Cn1c(N)c(C(=O)CSc2nc3ncc(Cl)cc3[nH]2)c(=O)n(C)c1=O | -5 | . | 0 | -2.3 | -26 | . | 4 | .
O=C(O)c1cccc(NC(=S)NC(=O)c2ccc(-c3ccccc3)cc2)c1 | -3 | . | -3 | . | 1 | . | 3 | .
CC(C)NC(=O)N(C)C[C@H]1Oc2ccc(NC(=O)CCN3CCOCC3)cc2CC(=O)N([C@H](C)CO)C[C@@H]1C | 3 | -3 | 3 | 0.0 | -11 | 0 | 0 | 1
N/C(=N\OC(=O)/C=C/c1ccccc1)c1ccccc1 | 3 | 10 | . | . | . | 18 | . | 5
Cc1ccc(Nc2nc(N)c(C#N)c(CC#N)c2C#N)cc1 | -12 | . | -4 | 0.3 | -20 | . | 3 | .
Cc1cccc(N2CCN(c3nc4ccccc4n4cnnc34)CC2)c1C | 0 | -4 | 3 | 0.1 | -6 | 9 | 2 | 1
COc1ccc(N2CCN(C(=O)CCCCn3c(=O)[nH]c4ccsc4c3=O)CC2)cc1 | -2 | 8 | 1 | 3.2 | -11 | -5 | 3 | -1
CC(=O)NCCc1ccc(-c2csc(NC(=O)C3CC(=O)N(C4CCCC4)C3)n2)cc1 (centres undefined) | -1 | . | 8 | . | -4 | . | -2 | .
COc1ccc(OC)c(S(=O)(=O)N2CCN(c3ncccn3)CC2)c1 | -5 | 3 | -6 | . | -10 | -1 | 1 | -7
Cc1nnsc1C(=O)Nc1ccc(S(=O)(=O)N2CCCC(C)C2)cc1 (centres undefined) | -14 | -16 | 1 | . | -2 | -5 | 4 | 5
CC(OC(=O)c1ccc([N+](=O)[O-])o1)C(=O)NC1CCCCC1C (centres undefined) | 2 | -11 | 2 | -0.1 | -7 | 1 | 3 | -9
CCOC(=O)Cc1csc(SC(C)C(=O)NCC(=O)Nc2ccc(F)c(F)c2F)n1 (centres undefined) | -1 | -4 | 4 | -0.1 | -13 | -4 | 2 | 1
CC(/C=C/c1ccccc1)=N\Nc1nc(C)cc(C)n1 | 15 | -5 | . | . | . | 30 | . | 0
C[C@@H]1CN([C@@H](C)CO)C(=O)c2ccccc2-c2ccccc2CO[C@H]1CN(C)C(=O)c1cc(Cl)cc(Cl)c1 | . | . | 1 | 0.8 | 4 | . | 20 | .
O=C(Nc1nnc(C2CC2)s1)c1cccs1 | -6 | 9 | 3 | 0.1 | -12 | . | 1 | -3
COc1ccc(OC)c(CN2CCN(Cc3cc(OC)c(OC)c(OC)c3)CC2)c1 | . | -2 | 6 | 0.0 | -2 | -15 | -2 | 12
CC(=O)CSc1nnc2cc(C)c3ccccc3n12 | -3 | 10 | 0 | 0.0 | 6 | 0 | -2 | -4
CN(C(=O)c1ccc(NC(=O)Cc2ccc(NC(=O)C3CCN(C(=O)CCc4ccccc4)CC3)cc2)cc1)C1CCCC1 | -2 | 6 | 0 | 6.0 | 0 | 4 | -1 | -9
CN(C)CCCNC(=S)NCC(c1ccc(Cl)cc1Cl)c1c[nH]c2ccccc12 (centres undefined) | 15 | -7 | 1 | 1.0 | 56* | -15 | -51 | -1
O=S(=O)(Nc1ccc(Cc2ccncc2)cc1)c1ccc(Cl)c(Cl)c1 | -4 | 6 | -1 | . | -9 | 3 | 1 | 5
COc1ccc(S(=O)(=O)N(C)C[C@@H]2Oc3ccc(NC(=O)CCC(F)(F)F)cc3C(=O)N([C@H](C)CO)C[C@H]2C)cc1 | -5 | -8 | -1 | 0.1 | -16 | 5 | -2 | -1
CCOC(=O)c1sc2ncnc(N3CCN(c4ccc(OC)cc4)CC3)c2c1C | 4 | -2 | . | . | . | -6 | . | -4
C[C@@H]1CN([C@H](C)CO)C(=O)CCCn2nncc2CO[C@H]1CN(C)C(=O)Nc1ccnc(N2CCOCC2)c1 | -5 | -4&1 | 5&-3 | . | -19&4 | -6&2 | 1&-2 | 0&-2
CCOC(=O)N1CCN(C(c2ccccc2)c2sc3nc(C)nn3c2O)CC1 (centres undefined) | 0 | -6 | -4 | . | 12 | 1 | -1 | 1
C[C@@H]1CCCCO[C@H](CN(C)S(=O)(=O)c2ccc(Cl)cc2)[C@@H](C)CN([C@@H](C)CO)C(=O)c2cc(NC(=O)NC3CCCCC3)ccc2O1 | -4 | -3 | 5 | 0.5 | -16 | -6 | 2 | -4
CCn1c(=O)c2ccccc2n2c(SCC(=O)N3CCc4ccccc4C3)nnc12 | 2 | 0 | . | . | . | -2 | . | -4
COc1ccccc1N1CCN(C(=O)COc2ccc(Cl)cc2Br)CC1 | 2 | 6 | . | . | . | -5 | . | 5
COc1ccc(N(C(=O)c2ccco2)C(C(=O)NC2CCCC2)c2cc(OC)c(OC)c(OC)c2)cc1 (centres undefined) | -7 | 0 | 10 | . | -12 | -4 | 7 | -3
CN(C)CCCNC(=O)CCC1CCCCC1 | -1 | 1 | . | . | . | -4 | . | 4
Cc1ccc(S(=O)(=O)Nc2cccc(C(=O)NCC3CCCO3)c2)cc1F (centres undefined) | 0 | . | 0 | -0.3 | -3 | -4 | -71 | .
CCCCC1CCC(C(=O)N(CCCC)c2c(N)n(CCCC)c(=O)[nH]c2=O)CC1 (centres undefined) | 2 | -4 | 0 | 1.2 | -6 | -1 | 0 | 4
O=C1CC(N2CCN(CCc3ccccn3)CC2)C(=O)N1c1ccc(Cl)cc1 (centres undefined) | -3 | -7 | . | . | . | -1 | . | 5
Cc1ccc(C)c(NC(=O)CCN2C(=O)[C@@H]3Cc4ccccc4CN3C2=O)c1 | 8 | 0 | 4 | -0.6 | -13 | -3 | -1 | -1
Nn1c(SCC(=O)Nc2cccc(Br)c2)nnc1C1CC1 | -5 | 0 | 4 | -0.3 | -10 | -9 | 0 | .
Cc1cc(C(F)(F)F)c(C#N)c(SCC(=O)NC2CC2)n1 | -10 | -15 | . | . | . | 5 | . | -1
CO[C@H]1CN(C)C(=O)c2ccc(NC(=O)c3ccc(F)cc3)cc2OC[C@@H](C)N(C(C)=O)C[C@H]1C | -3 | 2 | -2 | 0.0 | -4 | -2 | -3 | -2
COC(=O)c1ccc(CC(=O)c2c(C)cc(O)cc2O)o1 | 19 | -8 | . | . | . | -12 | . | 15
COc1cc(Br)c(C2CC(=O)Nc3cc(OC)c(OC)cc32)cc1OC (centres undefined) | 5 | -17 | -5 | . | -3 | -1 | 1 | 10
COc1ccc(-n2nc3c(c2NC(=O)c2ccc(S(=O)(=O)N4CCOCC4)cc2)CS(=O)(=O)C3)cc1 | -5 | . | -2 | . | -22 | . | 11 | .

Screening data deposited in PubChem by Broad Institute.

Compounds were not picked by outcome, and some 3.2% of all compounds hit somewhere here.
